POLK inh – blocks human DNA polymerase kappa activity. Q9UBT6. purified Pol kappa, fluorescent DNA synthesis assay, 10 min. Potency, µM (top dose mostly 107 µM), inactives show top-dose activity, negative = inhibition, hits mostly inhibitors. actives 0.53% (n = 400,000); further: on the % scale 0 is the no-effect control and ±100 the full control effect
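Activity was followed as the change in fluorescence between reads at 0 and 10 min after starting the reaction with 50 nM substrate. Beforehand, 10 nM polymerase had been preincubated with compound for 15 min at room temperature.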
BAZ2B block – blocks human BAZ2B | Potency, µM (titrated, usually from 114 µM), for the others: at the highest dose activity change, negative = inhibition, hits mostly inhibitors | Q9UIF8 | actives 4.4% (n = 360,000) | AID 504333 | AlphaScreen BAZ2B-H3K14Ac peptide displacement; further: on the % scale 0 is the no-effect control and ±100 the full control effect; nearly all actives have a fitted effect of over 60% in size
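AlphaScreen luminescence quantifies BAZ2B engagement of H3K14Ac peptide; the protein and biotinylated peptide are both at 50 nM final, buffer PBS pH 7.4 with 0.01% Tween-20, all steps at room temperature.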
POLB inh – DNA polymerase beta (human) inhibition | P06746 | Pol beta primer extension/strand displacement, fluorescence kinetic | Potency, µM (top dose mostly 114 µM), for inactives: at the highest dose activity change, negative = inhibition, hits mostly inhibitors | actives 1.3% (n = 340,000) | AID 485314; further: on the % scale 0 is the no-effect control and ±100 the full control effect
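Kinetic readout of DNA synthesis with strand displacement by Pol beta. Compound and 10 nM enzyme sit 15 min at room temperature; 50 nM substrate starts the reaction, read immediately and at 10 min.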
Pol eta inh – DNA polymerase eta (human) inhibition | Q9Y253 | recombinant Pol eta, fluorescent DNA replication assay | Potency, µM (series often up to 114 µM), inactives show at the top dose activity change, negative = inhibition, hits mostly inhibitors | actives 1.2% (n = 390,000) | AID 588591; further: on the % scale 0 is the no-effect control and ±100 the full control effect
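Fluorescent replication assay: 50 nM final substrate added after a 15 min room-temperature compound preincubation with 10 nM enzyme. Signal taken at 0 min and again at 10 min.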
Apoferritin bind – binds horse apoferritin like a general anesthetic; P02791; AID 485281; Potency, µM (series often up to 77.5 µM), inactives show at the top dose activity change, negative = displacement, hits mostly inhibitors; apoferritin/1-aminoanthracene competitive binding, fluorescence; actives 0.074% (n = 350,000); further: on the % scale 0 is the no-effect control and ±100 the full control effect; nearly all actives have a fitted effect of over 20% in size
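Horse-spleen apoferritin (10 uM) was mixed with 50% saturated 1-aminoanthracene in PBS, exposed to compounds for 10 min at room temperature, and read for fluorescence (ex 380 nm, em 535 nm). Competitive displacement was fitted with a four-parameter Hill equation.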
G9a block – inhibitors of human histone lysine methyltransferase G9a; AID 504332; G9a H3K9 monomethylation, AlphaScreen, 2 h; actives 8.8% (n = 350,000); Potency, µM (doses to about 102 µM), without a hit: top-dose activity, negative = inhibition, most hits filed as inhibitors; further: on the % scale 0 is the no-effect control and ±100 the full control effect; nearly all actives have a fitted effect of over 75% in size
Target sequence (Q96KQ7 913-1193 limits assumed): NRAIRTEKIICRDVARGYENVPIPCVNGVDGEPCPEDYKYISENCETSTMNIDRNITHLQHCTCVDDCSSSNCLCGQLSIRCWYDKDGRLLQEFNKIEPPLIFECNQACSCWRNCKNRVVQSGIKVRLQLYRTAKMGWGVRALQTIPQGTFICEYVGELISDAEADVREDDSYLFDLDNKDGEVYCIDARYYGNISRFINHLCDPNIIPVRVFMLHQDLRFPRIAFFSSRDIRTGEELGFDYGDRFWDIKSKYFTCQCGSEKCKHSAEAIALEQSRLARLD
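Signal arises when biotinylated H3K9 peptide, once monomethylated, bridges streptavidin donor and antibody-captured acceptor beads. Enzyme at 20 nM was preincubated 15 min with test compounds; peptide 500 nM and SAM 20 uM then reacted for 2 h.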
APEX1 inh – APE1 (human) endonuclease inhibition; P27695; recombinant APE1, TAMRA/BHQ-2 abasic DNA cleavage fluorescence; Potency, µM (series often up to 65.8 µM), for inactives: top-dose activity change, negative = inhibition, hits mostly inhibitors; actives 0.35% (n = 350,000); AID 2517;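 further: plate controls were vehicle for no effect and reference inhibitor for full effect; nearly all actives have a fitted effect of over 55% in size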
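Step 1: APE1 (0.75 nM) with compound, 15 min RT. Step 2: add 50 nM fluorophore/quencher THF duplex. Step 3: three fluorescence reads 60 s apart (525/598 nm); read 3 minus read 1 = reaction progress.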
BLM helicase inh – inhibitors of human Bloom syndrome helicase BLM. recombinant BLM DNA unwinding, fluorescence dequenching. Potency, µM (top dose mostly 56.1 µM), inactives show at the highest dose activity change, negative = inhibition, usual class: inhibitors. actives 0.2% (n = 350,000). AID 2528;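 further: plate controls were vehicle for no effect and no enzyme for full effect; nearly all actives have a fitted effect of over 35% in size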
POLI inh – blocks human DNA polymerase iota activity. Pol iota fluorescent replication assay, 10 min. Potency, µM (highest dose often 115 µM), without a hit: top-dose activity, negative = inhibition, usual class: inhibitors. actives 1% (n = 390,000)
Target sequence (Q9UNA4 whole entry, looked up): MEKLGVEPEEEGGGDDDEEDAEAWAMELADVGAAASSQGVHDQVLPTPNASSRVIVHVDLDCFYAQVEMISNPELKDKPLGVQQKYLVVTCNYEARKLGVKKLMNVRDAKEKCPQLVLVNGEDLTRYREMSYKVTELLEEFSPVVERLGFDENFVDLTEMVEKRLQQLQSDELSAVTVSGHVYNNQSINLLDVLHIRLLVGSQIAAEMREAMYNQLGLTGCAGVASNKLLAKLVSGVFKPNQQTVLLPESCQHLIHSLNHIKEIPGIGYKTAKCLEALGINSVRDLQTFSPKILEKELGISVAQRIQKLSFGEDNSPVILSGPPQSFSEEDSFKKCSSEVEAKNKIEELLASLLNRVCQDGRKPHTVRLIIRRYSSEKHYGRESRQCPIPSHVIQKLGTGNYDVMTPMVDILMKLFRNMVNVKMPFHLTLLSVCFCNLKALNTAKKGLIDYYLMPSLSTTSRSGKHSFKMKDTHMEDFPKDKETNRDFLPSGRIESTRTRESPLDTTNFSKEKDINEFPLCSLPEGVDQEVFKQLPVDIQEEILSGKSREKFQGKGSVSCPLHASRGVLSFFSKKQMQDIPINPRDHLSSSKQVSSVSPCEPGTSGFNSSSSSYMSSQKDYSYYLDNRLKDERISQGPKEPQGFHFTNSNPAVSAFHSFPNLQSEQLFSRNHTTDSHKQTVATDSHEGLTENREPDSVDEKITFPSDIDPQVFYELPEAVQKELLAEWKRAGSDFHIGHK
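Fluorescent replication assay read twice, at 0 min and 10 min after adding 50 nM (final) substrate. Enzyme (10 nM) and compounds were first incubated 15 min at room temperature; enzyme-free buffer wells were negative controls.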
* marks the source's active call; other numbers are inactive results; u = inconclusive; x = no result given; [ ] = dose if it differs, or a comment. The call rests on the fitted dose curve; in most records, active means well fitted curve in the direction sought with a large enough effect; inconclusive means small, poorly fitted or top-dose-only effect, or another doubt; inactive means no such curve, though single readings can be large; an effect the other way counts as inactive or inconclusive. Potency means the concentration at half of the fitted maximal effect. This is a subset; count on the stated rates, not on these rows.

structure,BAZ2B block,G9a block,POLI inh,APEX1 inh,BLM helicase inh,Apoferritin bind,POLK inh,POLB inh,Pol eta inh
Cc1ccc(Nc2nnc(SCC(=O)NCCN3C(=O)CSC3=O)s2)cc1,10%,-49%,50%[activator],-11%,4%,-10%,-3%,22%,-19%
Cc1ccc(NC(=O)COc2ccccc2C=O)cc1Cl,4%,26%[59 µM],2%,2%,-5%,-23%,-14%,35%,-6%
CN1C(C(=O)NCc2ccc(OC(F)(F)F)cc2)CC2Cn3c(nc4cc5ccccc5cc43)C21 (centres undefined),-7%,-12%[12.7 µM],-16%,15%,-12%,-3%,4%,3%,-16%
CCCc1nc(SCC(N)=O)[nH]c(=O)c1CC,7%,20%,-7%[58.9 µM],2%,1%,-20%,-7%,u,-4%
Cc1ccccc1NC(=O)Nc1cc(S(N)(=O)=O)ccc1C,-38%[57.1 µM],u,8%,-1%,6%,-4%,-6%,u,1%
COC(=O)c1ccccc1OCCOCCOc1cccc2cccnc12,-32%,5%[59 µM],15%,-2%,1%,-21%,4%,10%,-10%
CCC(C)(C)NC(=O)c1cc([N+](=O)[O-])ccc1N1CCOCC1,-2%,27%[59 µM],15%,1%,-10%,-12%,-14%,6%,-15%
CCCCNc1c2c(nc3c(-c4ccccc4)c(C)nn13)CCC2,u,51%[activator],-2%,5%,-1%,-10%,-2%,14%,-6%
O=C(NCc1cccnc1)c1noc2c1CCCC2,3%,0%[12.7 µM],0%[58.9 µM],1%,1%,2%,-13%,-23%,-6%
Cc1cc(N2CCOCC2)nc(N)n1,5%,-1%,69%[activator],-4%,-1%,-3%,2%,16%,-9%
N#C/C(=C(/O)CSc1n[nH]c(N)n1)c1nc2ccccc2[nH]1,-32%,0%[12.7 µM],48%[activator],-1%,-8%,-11%,-8%,9%,9%
CC1=C(C(=O)OCc2ccc3c(c2)OCO3)C(c2ccc(O)c([N+](=O)[O-])c2)NC(=O)N1 (centres undefined),-13%,-6%,22%,-3%,-1%,-14%,-25%,-9%,u

Shown field by field: entries from further up
Cc1ccc(Nc2nnc(SCC(=O)NCCN3C(=O)CSC3=O)s2)cc1
  BAZ2B block = 10%
  G9a block = -49%
  POLI inh = 50%[activator]
  APEX1 inh = -11%
  BLM helicase inh = 4%
  Apoferritin bind = -10%
  POLK inh = -3%
  POLB inh = 22%
  Pol eta inh = -19%
Cc1ccc(NC(=O)COc2ccccc2C=O)cc1Cl
  BAZ2B block = 4%
  G9a block = 26%[59 µM]
  POLI inh = 2%
  APEX1 inh = 2%
  BLM helicase inh = -5%
  Apoferritin bind = -23%
  POLK inh = -14%
  POLB inh = 35%
  Pol eta inh = -6%
CN1C(C(=O)NCc2ccc(OC(F)(F)F)cc2)CC2Cn3c(nc4cc5ccccc5cc43)C21 (centres undefined)
  BAZ2B block = -7%
  G9a block = -12%[12.7 µM]
  POLI inh = -16%
  APEX1 inh = 15%
  BLM helicase inh = -12%
  Apoferritin bind = -3%
  POLK inh = 4%
  POLB inh = 3%
  Pol eta inh = -16%
CCCc1nc(SCC(N)=O)[nH]c(=O)c1CC
  BAZ2B block = 7%
  G9a block = 20%
  POLI inh = -7%[58.9 µM]
  APEX1 inh = 2%
  BLM helicase inh = 1%
  Apoferritin bind = -20%
  POLK inh = -7%
  POLB inh = u
  Pol eta inh = -4%

4 structures from above, arranged by SMILES length, highest first.
structure,BAZ2B block,G9a block,POLI inh,APEX1 inh,BLM helicase inh,Apoferritin bind,POLK inh,POLB inh,Pol eta inh
CC1=C(C(=O)OCc2ccc3c(c2)OCO3)C(c2ccc(O)c([N+](=O)[O-])c2)NC(=O)N1 (centres undefined),-13%,-6%,22%,-3%,-1%,-14%,-25%,-9%,u
CN1C(C(=O)NCc2ccc(OC(F)(F)F)cc2)CC2Cn3c(nc4cc5ccccc5cc43)C21 (centres undefined),-7%,-12%[12.7 µM],-16%,15%,-12%,-3%,4%,3%,-16%
CCC(C)(C)NC(=O)c1cc([N+](=O)[O-])ccc1N1CCOCC1,-2%,27%[59 µM],15%,1%,-10%,-12%,-14%,6%,-15%
CCCCNc1c2c(nc3c(-c4ccccc4)c(C)nn13)CCC2,u,51%[activator],-2%,5%,-1%,-10%,-2%,14%,-6%

(cont.)
structure,BAZ2B block,G9a block,POLI inh,APEX1 inh,BLM helicase inh,Apoferritin bind,POLK inh,POLB inh,Pol eta inh
O=C(CCc1ccc(O)cc1)c1c(O)cc(O)cc1O[C@H]1OC(CO)C(O)C(O)C1O (some centres undefined),x,x,x,-2%,5%,5%,-12%[60.1 µM],x,x
Cc1ccc(NC(=O)NCCCl)cc1S(=O)(=O)N1CCOCC1,-22%,-8%,-14%,2%,3%,-7%,1%,5%,-9%
Cc1nc2cc(S(=O)(=O)C(F)(F)F)ccc2s1,-1%,18%[59 µM],11%,15%,-9%,u,-1%,u,5%
CCc1nc(N[C@H](C(=O)O)C(C)CC)c2oc3ccccc3c2n1 (some centres undefined),-9%,9%[0.501 µM],6%,5%,-4%,-5%,-18%,16%,-14%
Cc1nc(-c2nc(-c3c(C(=O)NNC(=O)Nc4ccccc4)noc3C)cs2)cs1,7%,-4%,-7%,2%,-1%,-7%,-30%,15%,3%
COCCCNC(=O)Cn1nnc(-c2ccc(NC(=O)c3ccc(F)cc3)cc2)n1,-3%,u,12%,-4%,-10%,-2%,-13%,-16%,-15%
Cc1ccc(S(=O)(=O)N2CCCc3cc(NS(=O)(=O)c4ccccc4)ccc32)cc1,-33%,-4%[59 µM],u,x,-8%,-1%,-14%[60.1 µM],4%,u
Cc1cccc(OCC(=O)Nc2nnc(S(=O)(=O)N3CCC(C)CC3)s2)c1,-4%,21%[12.7 µM],-3%,5%,-6%,-11%,-31%,3%,-8%
CCC1CCCCN1C(=O)CCNC(=O)Cn1cnc2ccccc2c1=O (centres undefined),3%,7%,157%[activator],22%,-3%,-4%,2%,23%,-14%
COc1ccc(CCCNC(=O)C2CCC(=O)N(CCCN3CCCC3=O)C2)cc1 (centres undefined),-1%,11%,-9%,2%,-6%,-5%,-8%,-1%,-8%
c1ccc(-c2[nH]ncc2CN2CCN(Cc3ccc4c(c3)OCO4)CC2)cc1,-10%,x,2%,21%,-6%,4%,0%,-1%,-16%
COc1cc(C(=O)OCC(=O)NCCC2=CCCCC2)ccc1OCC(C)C,9%,22%[2.33 µM],13%,-13%,x,x,-15%,x,-9%
N#Cc1ccc(CN2CCN(C(=O)c3cccc(S(=O)(=O)N4CCCCCC4)c3)CC2)cc1,-10%,-4%[12.7 µM],15%,3%,x,x,-3%,x,-27%
COc1cc(C(=O)NNC(=O)c2ccc(S(=O)(=O)N3CCCCC3)cc2)cc(OC)c1OC,5%,0%[59 µM],13%,3%,-1%,-5%,-5%,0%,-15%
Cc1ccc(CC(=O)O/N=C(\N)c2ccccn2)cc1,-9%,u,49%[activator],5%,-9%,-23%,8%,0%,-10%
CC(=O)NC1CC2CCCC(C1)N2Cc1ccc(C)cc1 (centres undefined),-2%,17%,-2%,25%,-2%,-3%,-14%,42%,-1%
Cc1nc(NC(=O)c2ccc(Br)s2)sc1C(=O)N(C)C,5%,u,3%[58.9 µM],-4%,0%,2%,-2%,u,-6%
COc1ccc(CNc2ncnc3sccc23)cc1,6%,7%,54%[activator],6%,-5%,-9%,8%,-3%,-20%
O=C(NC(Cc1ccccc1)C(=O)O)c1ccc(S(=O)(=O)N2CCOCC2)cc1 (centres undefined),-17%,-15%[59 µM],-9%,0%,0%,-3%,1%,-1%,-6%
COc1ccc(N2CCN(C(=O)c3ccc(Oc4ccc(C(F)(F)F)cn4)cc3)CC2)cc1,-10%,-2%[0.0925 µM],8%,15%,-4%,-24%,-8%,-18%,-12%
COc1ccc(-n2cc(CN3CCCC3)c(-c3cccc(F)c3)n2)cc1,-2%,x,39%,6%,2%,-9%,-15%,-14%,-1%
Cc1ccc(S(=O)(=O)N2CCN(C(=O)COC(=O)/C=C/c3ccccc3F)CC2)c(C)c1,12%,-6%[12.7 µM],18%,19%,x,x,-19%,x,-22%
COc1ccc(-c2[nH]c(-c3ccc(Cl)cc3)nc2SCC(=O)NCC2CCCO2)cc1 (centres undefined),-20%,0%[59 µM],u,x,-1%,68%[activator],-13%,5%,-9%
COC(=O)CNc1nc(OC)nc(N(C)C)n1,-6%,-4%[12.7 µM],u,0%,-3%,-5%,1%,2%,2%
CCOC(=O)C1CCN(C(=O)C2CC(=O)N(c3ccc4c(c3)OCCO4)C2)CC1 (centres undefined),-4%,x,42%[activator],0%,-1%,-5%,4%,65%,-19%
FC(F)(F)c1ccc2c(c1)n(Cc1ccccc1)c1[n+]2CCCCC1,u,28µM*,141%[activator],-10%,-7%,-8%,1%,3%,-4%
Cc1cnc(NC(=O)CN2C(=O)C3CC=CCC3C2=O)s1 (centres undefined),x,6%[59 µM],3%,9%,-5%,-8%,-19%,31%,0%
Cc1ccc(S(=O)(=O)N(C)Cc2ccc(C(=O)N/N=C3\CCCC(=O)C3)cc2)cc1,-2%,-12%[59 µM],4%,-3%,-2%,-10%,-9%,12%,-9%
CC(=O)NCc1ccc(C(=O)COC(=O)COc2ccccc2)s1,-31%,20µM*,45µM*,-39%,x,x,u,x,22µM*
O=c1c(-c2ccc(F)cc2)nc2cnc(Oc3cccc(Cl)c3)nc2n1C[C@H]1CCCO1,x,0%[0.501 µM],x,15%,-6%,x,-3%[60.1 µM],x,x
Cc1nn(C)cc1CNC(=O)c1cc2n(n1)C(C(F)(F)F)CC(c1cccs1)N2 (centres undefined),-7%,4%[12.7 µM],-27%,14%,-1%,-6%,4%,4%,-1%
OCC(CO)(CO)NCc1ccc(-c2ccccc2)cc1,1%,u,-18%,2%,-8%,-3%,-2%,10%,-11%
C/C(=N\NC(=O)C1CCCN(S(=O)(=O)c2ccccc2)C1)c1ccccn1 (centres undefined),u,51%[activator][59 µM],-6%,-4%,3%,-5%,0%,-21%,-13%

Screening data as filed in PubChem BioAssay.
